NR2E3 ag-1 = NR2E3 (human) agonism; GST-NR2E3/biotin-RetCOR TR-FRET, 1536-well; Q9Y5X4; 320,000 compounds, 0.12% hits; inhibition of corepressor binding, % at 4.78 µM; AID 2300;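 active = percent inhibition above the cutoff of mean plus 3 SD of all tested compounds, set per screening campaign, cut at about 20% in these data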;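 also: 0% = DMSO wells and 100% = biotin wells as full block of FRET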
Target sequence (Q9Y5X4 whole entry, looked up): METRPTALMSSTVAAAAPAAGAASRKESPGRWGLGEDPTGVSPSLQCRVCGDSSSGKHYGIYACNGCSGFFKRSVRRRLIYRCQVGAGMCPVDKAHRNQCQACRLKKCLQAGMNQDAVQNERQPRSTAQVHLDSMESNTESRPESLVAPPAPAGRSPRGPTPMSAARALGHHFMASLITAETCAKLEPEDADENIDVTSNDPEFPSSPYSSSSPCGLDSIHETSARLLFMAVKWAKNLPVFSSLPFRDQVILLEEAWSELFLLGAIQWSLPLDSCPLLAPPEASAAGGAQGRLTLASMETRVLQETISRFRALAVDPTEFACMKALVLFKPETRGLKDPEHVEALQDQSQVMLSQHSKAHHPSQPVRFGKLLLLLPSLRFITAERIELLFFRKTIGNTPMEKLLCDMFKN
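Test system: GST-NR2E3 and biotin-RetCOR proteins | Quantity: 1.35 nM GST-tagged NR2E3 final | Medium: Tris pH 7.5 | Also added: 7 nM biotin-RetCOR | Dosing: Compound at 4.8 µM, single dose | Timing: 5 h at 4 °C | Detection: Time-resolved FRET | Read-out basis: Percent inhibition | Benchmarks: Biotin wells as high control, 0.6% DMSO wells as low control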
Shn3 inh set2 = Schnurri-3 reporter inhibition in Clone20 osteoblasts; 360,000 compounds, 0.52% hits; Clone20 osteoblast Shn3 3'UTR firefly luciferase, 24 h; inhibition, % at 12.5 µM;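 active = mean inhibition of at least 75% with every replicate also reaching 75%; inconclusive = mean inhibition at least 75% but some replicate below; inactive = mean inhibition below 75%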;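 also: 0% = median of neutral control wells and 100% = pilot-screen positive control compound; some compounds past the cut are filed as inactive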
KKLEB tox = counter-screen for CF NF-kB inhibitors: cytotoxicity | KKLEB CF airway cells viability, ATPlite luminescence, overnight; active compounds read low; cells stimulated with P. aeruginosa culture filtrate | activity change (cytotoxicity), % at 5 µM | 360,000 compounds, 0.36% hits | AID 602141;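 active = corrected activity change at or below -50% at 5 µM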
aDG glyco up = alpha-DG glycosylation activation; Pro5-aDG cells, alpha-DG glycosylation AlphaScreen (IIH6); 0% Pro5, 100% B10-LARGE cell signal; activation, % at 10 µM; 360,000 compounds, 0.22% hits;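 active = activation of at least 8% versus controls, or a plate z-score of at least 8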;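 also: Pro5 are CHO cells carrying HIG-tagged alpha-DG that lacks glycosylation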
CF NFkB inh = inhibitors of cystic fibrosis induced NF-kB. KKLEB NF-kB-GFP reporter, PAF-induced, GFP fluorescence overnight. inhibition, % at 5 µM. 360,000 compounds, 0.86% hits. AID 588850;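 active = at least 50% inhibition at 5 µM, scaled per plate between neutral and stimulator controls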;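 also: PAF is a Pseudomonas aeruginosa culture filtrate used as stimulus; plate controls were PAF-stimulated DMSO wells for no effect and unstimulated DMSO wells for full effect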
MITF TRPM1 inh = MITF TRPM1 promoter inhibition in SK-MEL-5 cells. AID 488899. SK-MEL-5 TRPM1 promoter luciferase, 24 h. 330,000 compounds, 0.83% hits. inhibition, % at 12.5 µM;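 active = mean inhibition across replicates of 60% or more, whatever share of single replicates reaches that level; inconclusive = some that reach 60%, reason not given; inactive = mean inhibition across replicates below 60%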; also: values of inactives mirror those of a sister screen read the other way
HIF-2a inh = HIF-2a inhibition; 786-0 RCC cells HIF-2a reporter, luciferase luminescence, overnight; inhibition, % at 18.8 µM; 360,000 compounds, 0.72% hits;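 active = inhibition of the luminescence signal of 40% or more relative to plate controls, in a single-dose primary screen at 18.75 µM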
hiPSC survival = increases survival of single human iPS cells | 360,000 compounds, 0.044% hits | hiPSC single-cell survival, ATPlite luminescence; 100% = ROCK inhibitor wells, 0% = DMSO | survival enhancement, % at 20 µM | AID 602274; in the data active = survival enhancement above about 18%;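 also: cells exposed to compounds for 16 hours before the ATP read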
NR2E3 ag-2 = activates human NR2E3 receptor. inhibition of corepressor binding, % at 3.98 µM. AID 602229. 360,000 compounds, 0.35% hits. CHO-S Gal4-NCOR/VP16-NR2E3 two-hybrid, luciferase. Q9Y5X4;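 active = inhibition above the mean of all tested compounds plus 3 SD, cut at about 70% in these data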;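 also: 0% = DMSO with NR2E3 transfected cells and 100% = cells lacking NR2E3 construct; higher means lower luciferase signal from less NR2E3 corepressor binding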
Peg3 promoter = Peg3 promoter activity inhibition; HeLa PEG-Prom luciferase reporter, luminescence, overnight; inhibition, % at 20 µM; 360,000 compounds, 1.7% hits; AID 588405;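 active = inhibition of at least 50% at 20 µM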
TWEAK-Fn14 inh = TWEAK-Fn14 signaling inhibition. TWEAK-stimulated Fn14 reporter cells, luciferase luminescence, 8 h. inhibition, % at 10 µM. AID 1159606. 360,000 compounds, 2% hits; in the data active = inhibition above about 50%
An asterisk follows results filed as active; ? = inconclusive; · = not tested or not shown.

nr	SMILES	HIF-2a inh	Shn3 inh set2	TWEAK-Fn14 inh	KKLEB tox	MITF TRPM1 inh	Peg3 promoter	aDG glyco up	NR2E3 ag-1	CF NFkB inh	hiPSC survival	NR2E3 ag-2
1	C[C@@H]1CC=C[C@H]2[C@H]1C(=O)N(Cc1ccccc1)[C@H]2c1ccc2ccccc2c1Br	42*	9	17	-35	-1	33	0.0	·	74*	-3.9	-39
2	COCc1cc(C)nc(NC2CC(C)(C)NC(C)(C)C2)c1C#N	5	4	19	2	15	8	2.7	5	-9	-0.1	-2
3	O=C(NCCCn1ccnc1)C(=O)NCC1OCCN1S(=O)(=O)c1ccc(Cl)cc1 (stereo not given)	16	-10	-4	4	·	12	-0.3	2	-12	-0.4	5
4	O=C(Nc1ccc2oc(-c3cccnc3)nc2c1)c1ccco1	-139	-35	-9	2	-56	-116	0.0	4	-1	0.7	-68
5	Cc1ccc(OCC(=O)NCc2cccnc2)cc1	15	-1	-5	-12	0	9	0.4	3	15	1.5	-2
6	CCOc1ccccc1NC(=O)C(c1ccccc1)N1CCN(C(=O)c2ccco2)CC1 (stereo not given)	1	9	-22	5	7	5	0.0	0	8	6.9	3
7	COc1cc(NS(=O)(=O)c2ccc(NC(=O)COc3ccccc3C)cc2)nc(OC)n1	6	1	11	4	-3	10	-0.2	2	-10	-0.3	15
8	CN(C)S(=O)(=O)c1ccc(N2CCCC2)c(C(=O)Nc2ccc(N3CCOCC3)cc2)c1	10	13	-5	3	-4	20	-0.3	2	-2	0.8	-12
9	FC(F)(F)c1cc(-c2ccc(Cl)cc2)nc(NCc2cccnc2)n1	-4	12	20	-6	6	22	0.5	1	-5	-0.6	32
10	N#Cc1cccnc1Nc1cccc(Cl)c1	-35	19	5	-6	-6	-27	0.1	2	-6	1.0	-18
11	O=C1CC[C@@]23CCCN2C(=O)CCCC3C1 (stereo not given in full)	17	-3	-1	-2	-6	-1	0.2	·	24	2.0	2
12	Cc1ccc(CNC(=O)C(=O)NCCC2CCCCN2S(=O)(=O)c2cccs2)cc1 (stereo not given)	8	8	2	0	12	8	0.9	4	2	-0.6	-5
13	O=C(O)C1CCCCC1C(=O)OCCCCOC(=O)C1CCCCC1C(=O)O (stereo not given)	18	7	4	-6	-7	9	0.7	2	8	10	11
14	Cc1cnc(NC(=O)CSc2ncn(-c3ccccc3)n2)s1	13	-8	3	-12	1	16	-0.1	-2	8	4.3	-22
15	COC(=O)C1CC2=C(CC(C)(C)CC2=O)N(c2ccccc2)C1=O (stereo not given)	1	-12	24	7	-7	-6	0.1	·	-6	1.9	-2
16	COc1cccc(NC(=O)CC(=O)c2ccc([N+](=O)[O-])cc2)c1	-312	2	-23	-1	-25	-194	-0.2	0	12	-0.8	13
17	COc1ccccc1OCc1ccc(C(=O)N2N=C(C(F)F)CC2(O)C(F)F)o1 (stereo not given)	-7	-25	-10	12	-11	15	-0.2	-1	-13	-1.5	1
18	CC(C)(C)OCC1CO1 (stereo not given)	3	1	18	7	1	-1	-0.2	3	-2	3.2	-18
19	O=C(NC(=S)Nc1ccc(CN2CCOCC2)cc1)c1cccc([N+](=O)[O-])c1	0	-9	-18	7	-5	2	-0.2	-1	-2	1.0	4
20	CCOC(=O)CC1CCCCN1C(=O)CCCn1nnnc1CN1CCC(C)CC1 (stereo not given)	-11	6	-1	-14	1	-5	-0.2	3	2	-0.4	-11
21	OC(COc1c(Cl)cc(Cl)cc1Cl)CN1CCCCC1 (stereo not given)	14	5	-21	6	-17	0	0.2	4	-2	-0.8	-23
22	C=CCOc1ccccc1CN1CCC(CO)(CCOc2ccccc2)CC1	9	1	10	-16	-12	-2	0.9	4	8	0.0	16
23	Cc1cc(NCCCCCCCNc2cc(C)nc3cc([N+](=O)[O-])ccc23)c2ccc([N+](=O)[O-])cc2n1	33	86*	77*	11	?	102*	-0.6	·	7	-3.4	21
24	Cc1cccc(-c2ccc3ncnc(NCc4cccnc4)c3c2)c1	6	23	13	-17	12	5	2.0	3	0	0.7	19
25	COCCN1CCN(Cc2cn(C)nc2-c2cccc(Cl)c2)CC1	28	1	5	-4	4	9	-0.2	5	5	1.3	5
26	CCc1ccc(C2CC(c3ccco3)=NN2S(C)(=O)=O)cc1 (stereo not given)	-116	-34	34	-12	-42	-128	2.1	-2	8	-2.6	-86
27	O=C(Nc1ccc2c(c1)C(=O)N(C1CCCCC1)C2=O)C1CCCO1 (stereo not given)	-46	-22	-25	5	-9	-23	0.0	4	17	-3.3	-16
28	CSCCC(=O)N1CCCC(N2CCN(c3cccc(C(F)(F)F)c3)CC2)C1 (stereo not given)	0	0	-6	-23	-13	0	0.2	3	-3	0.7	-32
29	CN1CCN(C(=O)c2ccc3c(c2)N(Cc2ccccc2F)C(=O)c2ccccc2S3=O)CC1 (stereo not given)	2	1	17	-8	·	2	-0.3	0	8	0.2	-1
30	Cc1nc2ccccc2n1CC(=O)c1ccc(O)c(O)c1	11	-5	-2	10	1	-4	0.1	1	-13	-1.4	18
31	O=C(Nc1ccccc1)c1ccc(Br)c(S(=O)(=O)Nc2ccccn2)c1	-37	-10	-8	-22	-1	-16	0.2	-2	6	-0.1	-18
32	COc1ccc(C)cc1NS(=O)(=O)c1ccc2c(c1)oc(=O)n2C	9	18	5	3	11	20	-0.1	1	15	0.0	-8
33	Cc1ccc(NC(=O)c2cc(-c3cccs3)on2)cc1	-316	-74	-38	5	-76	-276	-0.2	8	-10	-2.3	-31
34	O=C(O)/C=C/C(O)c1ccc(Cl)cc1 (stereo not given)	4	0	-19	12	3	3	-0.1	4	6	9.6	9
35	CCn1c(SCC(=O)c2cccs2)nnc1-c1ccco1	-83	-10	12	-4	-7	-55	-0.2	4	3	-1.0	-25
36	COCCCNC(=S)NC1CC2CCCC(C1)N2Cc1ccco1 (stereo not given)	11	16	-14	4	-1	18	-0.2	-1	9	-1.5	2
37	COc1cccc(-n2nc(C(C)=O)c(C#N)c2-c2ccco2)c1	16	11	-2	1	8	18	0.2	4	12	1.3	12
38	CS(=O)(=O)N(CC(N)=O)c1cccc(Br)c1	11	-4	-13	2	7	8	-0.2	2	3	-1.4	9
39	O=C(C1CCC(=O)N1Cc1cccnc1)N1CCN(c2ccc(F)cc2)CC1 (stereo not given)	7	16	-3	0	·	1	-0.1	2	0	-4.0	3
40	COc1cccc(Cn2c(=S)[nH]c3ccc(N4CCOCC4)cc3c2=O)c1	-1	30	-16	1	-16	-7	0.0	1	11	-0.2	-6
41	COc1ccc(-c2oc3c4c2C(=O)OCCOC4CCC3)cc1 (stereo not given)	-28	·	6	·	·	·	-0.3	·	·	-0.5	-13
42	CCN(CC)S(=O)(=O)c1cccc(-c2nnc(SCC(=O)c3cc(C)n(C)c3C)o2)c1	9	20	-19	-23	14	30	0.0	3	26	-0.7	-35
43	CCCS(=O)(=O)NCCc1cc2c(OC)ccc(OC)c2[nH]c1=O	12	0	-11	3	10	1	0.0	3	-10	4.9	-29
44	CCC(=O)Nc1ccc(NC(=S)NC(=O)c2oc3ccccc3c2C)cc1	-2	21	0	-16	1	-5	-0.2	0	1	4.0	0
45	CCOc1c(Cl)cc(CNc2ccc(S(N)(=O)=O)cc2)cc1OC	10	9	-2	1	-5	20	0.3	1	-3	-0.1	14
46	COc1cccc(OC)c1OCCCCN1CCCC1	11	-6	18	-2	-21	7	0.0	-9	13	4.7	-28
47	COc1cc(Cn2c3ccc(NC(=S)NCc4ccc(C)cc4)cc3c(=O)n2C)ccc1F	-13	-10	73*	-13	·	-3	0.2	·	20	0.3	46
48	CCC(C(=O)NC1CCCC1)N(Cc1ccco1)C(=O)CNS(=O)(=O)c1ccccc1 (stereo not given)	10	2	31	0	-6	22	-0.1	2	11	0.3	-2
49	C=CC[C@@H](CC(=O)N[C@H](CO)Cc1ccccc1)C(=O)N[C@H](COC(=O)[C@@H](CC=C)Cc1ccc(F)cc1)Cc1ccccc1	20	-10	8	8	-5	6	1.4	·	5	-1.4	2
50	COc1nnc(OC)c2ccccc12	-14	-40	4	-6	0	-4	-0.2	1	7	0.7	-3

Entries listed above marked active in Shn3 inh set2:
#	compound	HIF-2a inh	Shn3 inh set2	TWEAK-Fn14 inh	MITF TRPM1 inh	Peg3 promoter	aDG glyco up	NR2E3 ag-1	CF NFkB inh	NR2E3 ag-2
23	Cc1cc(NCCCCCCCNc2cc(C)nc3cc([N+](=O)[O-])ccc23)c2ccc([N+](=O)[O-])cc2n1	33	86*	77*	?	102*	-0.6	·	7	21

(list continues)
nr	SMILES	HIF-2a inh	Shn3 inh set2	TWEAK-Fn14 inh	KKLEB tox	MITF TRPM1 inh	Peg3 promoter	aDG glyco up	NR2E3 ag-1	CF NFkB inh	hiPSC survival	NR2E3 ag-2
51	Cc1ccccc1Nc1ccc2nonc2c1[N+](=O)[O-]	17	-8	13	7	6	19	0.3	·	-9	0.0	-19
52	FC(F)(F)c1cnc(N2CCN(C(=S)NCc3ccccc3)CC2)c(Cl)c1	-15	27	12	6	8	10	0.1	-3	-7	-0.2	2
53	CCCC(=O)Nc1ccc2oc(-c3cncc(Br)c3)nc2c1	-267	·	-13	-5	-98	-253	0.0	4	-15	0.9	-79
54	CCOC(=O)c1nnc(-c2ccccc2)nc1NCc1ccc(Cl)cc1	16	-6	-11	-4	-3	14	-0.1	1	18	-1.1	-12
55	CCOC(=O)c1cnc(SCC(=O)Nc2cccc(OC)c2)nc1N	2	32	19	-1	-16	6	0.7	-1	-1	-1.9	9
56	CN(C)c1ccc2c3c(ccc(N(C)C)c13)C(=O)OC2	17	·	-26	7	·	20	0.1	-1	11	0.3	1
57	Cc1cc(C(=O)Nc2ccc3c(c2)OCO3)no1	-194	-61	-26	-4	-105	-267	0.2	2	24	-0.3	-43
58	Cc1cc(C)c(C(=O)NC2CC(C)(C)Cc3c2cnn3-c2cccc(F)c2)[nH]1 (stereo not given)	17	-2	15	-10	6	24	0.9	·	31	0.0	-7
59	O=[N+]([O-])c1ccc2nc(N3CCCC3)sc2c1	-268	-33	-4	3	-85	-272	0.0	4	-19	-0.3	-60
60	O=C(Nc1nc2ccccc2n1CCN1CCCCC1)c1ccco1	-3	0	5	2	15	-1	-0.1	0	-8	-0.9	-31
61	COC(C[C@H]1O[C@H]1[C@H](O)[C@H](C)OCc1ccccc1)OC	8	4	8	-21	-8	-5	0.0	·	16	-1.3	-1
62	NC(=O)CC(NC(=O)Cc1ccc(Cl)cc1)c1ccc(NC2CC3CCC2C3)c([N+](=O)[O-])c1 (stereo not given)	-12	14	21	-24	-13	11	-0.4	3	-1	0.3	98*
63	CCN1CCN(c2ccc(NC(=O)c3ccc4c(c3)[nH]c(=O)n4Cc3ccc(OC)cc3)cc2)CC1	29	13	6	-16	15	5	-0.3	1	11	0.4	2

Bioassay records: PubChem, several laboratories

Compounds as they come. About 4.4% of those tested had a hit in this group.
